TNAP activation fold = human TNAP enzyme activators, primary screen, biochemical, luminescent, no phosphate acceptor, uHTS (AID 1001); activation fold at 20 µM, or EC50 in µM where a hit was titrated; hit rate 0.03% among 200,000; purified TNAP, luminescent activation assay, no phosphate acceptor; higher activation fold means a stronger effect; in the data active = activation fold from about 3, or a potency from the dose series; inactive = the rest, 99 in 100 with activation fold below about 1.6; also: many of its hits are not listed in these tables
Myeloid diff MLP = myeloid differentiation induction; ER-HoxA9 myeloid progenitors, lysozyme-GFP differentiation, flow cytometry; calls only at 10 µM; hit rate 1% among 360,000; AID 624256;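 active = normalized GFP-positive differentiation at or above the plate's own cutoff, the solvent-only control mean plus 3 SD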;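 also: cells exposed to compound for four days before flow analysis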
Dynein transport = dynein cargo transport inhibition. 3617.4 mouse cells, GR-EGFP nuclear translocation imaging; test concentration mostly 20 µM; stimulated with dexamethasone, 1 µM; hits give low values. z-score, hits read low. hit rate 0.47% among 220,000. AID 1381;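 active = plate z-score of nuclear minus cytoplasmic receptor signal below a set negative limit, without overly bright fluorescence or cell loss, cut at about -3.5 in these data, passing the limit was not always enough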;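 also: z-score of nuclear minus cytoplasmic ring GR-EGFP intensity difference per well; some compounds called inactive have numbers as strong as hits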
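Buffer or medium: Induction medium lacking tetracycline, stripped serum | Also added: Dexamethasone agonist, 1.0 µM final, for 30 min | Timing: 48 h induction, 1 h compound, 30 min dex at 37 °C | Detection: Formaldehyde fixation, Hoechst nuclear stain, 10x automated fluorescence imaging | Measure: Nuclear versus cytoplasmic GR-EGFP signal, averaged per well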
MT stabilize HCS = stabilizes microtubules in HeLa cells. AID 2205. hit rate 0.83% among 200,000. % tubulin-high responders, % at 10 µM. HeLa tubulin immunostaining HCS, 24 h; share of cells brighter than vehicle mean+2SD;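 active = plate Z-score above 3 for both tubulin-high and condensed-nucleus cell shares, with cell loss under 80%, at 10 µM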;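 also: anti alpha tubulin signal scored within the nucleus-defined area of each cell; some results filed as inactive read as strong as hits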
b-catenin transl = modulators of beta-catenin nuclear translocation | hit rate 0.3% among 190,000 | nuclear translocation activity, % at 5 µM | HeLa beta-catenin nuclear translocation, immunofluorescence imaging;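 active = nuclear translocation activity above 50% at 5 µM, with a well cell count of 50 or more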;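 also: per-cell ratio of nuclear to cytoplasmic median beta-catenin stain intensity; plate controls were DMSO negative control for no effect and GSK-3 inhibitor IX positive control for full effect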
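Technique: fluorescence imaging of beta-catenin antibody stain plus DAPI / Material: human HeLa cell line / Incubation: compound treatment 24 h, 37°C, 5% CO2 / Read-out basis: % activation of per-cell nuclear versus cytoplasmic median beta-catenin signal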
human PMI inhibition = inhibitors of human PMI, primary screen, biochemical, fluorescence intensity, coupled assay (AID 1209) | purified PMI enzyme, coupled fluorescence intensity; higher % means a stronger effect | inhibition, % at 20 µM; hits with a dose series show IC50 in µM | hit rate 0.42% among 190,000; in the data active = inhibition above about 50%;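 also: plate controls were DMSO vehicle for no effect and wells lacking substrate for full effect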
Hep lipid drop = hepatic lipid droplet formation modulation. AML12 mouse hepatocytes, oleate lipid droplets, BODIPY imaging. inhibition, % at 6.5 µM. hit rate 0.4% among 240,000. AID 1656;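 active = lipid droplet intensity inhibited by at least 50%, with more than 500 cells counted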
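Material – mouse AML12 hepatocyte cell line, fixed after treatment · Compound dosing – one dose, 6.5 µM compound · Times – compound with oleate, overnight · Measured by – Image-based BODIPY and DAPI two-channel analysis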
Ins promoter up = MIN6 insulin promoter up-regulation; MIN6 insulin promoter-GFP reporter, high-content imaging; hits give high values; z-score at 5 µM; hit rate 0.3% among 190,000;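 active = z-score above 3 at 5 µM with at least 500 cells counted in the well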
T cell HTS = T cell immune modulation candidate. 2C CD8+ T cell-vesicle binding, flow cytometry; hits give low values. hit rate 0.068% among 330,000. AID 2052. calls only at 7 µM;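 active = response, share of CD8 T cells binding vesicles, and their 90th percentile fluorescence all below set limits, cut at about 80% in these data, passing the limit was not always enough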
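Assay system: 2C TCR transgenic mouse naive CD8+ T cells, MACS-purified | Read-out: CD8+ gate FL2 mean fluorescence as % of same-row positive control | Signal: High-throughput flow cytometry with anti-B7-1 and anti-CD8 staining | Timing: Binding step 1.5 h, 37 °C, antibody labelling 20 min, ice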
Dynein transport cytoplasmic EGFP = second read-out of Dynein transport, no call of its own (marks repeat the call); z-score; measured here: cytoplasmic GR-EGFP intensity; hits give high values
Dynein transport nuclear GR-EGFP = further read-out of Dynein transport, marked with its call; z-score; measured here: nuclear GR-EGFP intensity;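 lower value marks the stronger effect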
Dynein transport cell count = also measured in Dynein transport; calls as there; z-score; measured here: cell count per field
Ins promoter up cell count = second read-out of Ins promoter up, no call of its own (marks repeat the call); cell count; measured here: cytotoxicity, nuclei count;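 total cells summed across four imaged fields per well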
Hep lipid drop cells 6.5 µM = further read-out of Hep lipid drop, marked with its call; cell count; measured here: cell count, cytotoxicity flag;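 cells counted across two imaged fields per well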
b-catenin transl cell count 5 µM = also measured in b-catenin transl; calls as there; cell count; measured here: cell count, cytotoxicity flag
T cell HTS vesicle-bound % = further read-out of T cell HTS, marked with its call; double positive events, %; measured here: CD8+ vesicle-bound cell fraction;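 binding gate set so that unloaded-vesicle control wells show 10% double positive cells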
MT stabilize HCS Hoechst-high % = also measured in MT stabilize HCS; calls as there; % Hoechst-high responders; measured here: nuclear condensation Hoechst responders;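 share of cells brighter than vehicle mean plus two SD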
MT stabilize HCS cytotoxicity % = second read-out of MT stabilize HCS, no call of its own (marks repeat the call); toxicity, %; measured here: cytotoxicity by cell density;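 0% = mean cell density of plate MIN control wells and 100% = no cells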
Myeloid diff MLP GFP+ MAC1+ % = also measured in Myeloid diff MLP; calls as there; GFP+ MAC1+ double positive, %; measured here: differentiation confirmed by MAC1 staining
Active calls of the source: *; i = inactive; nt = not tested or not shown.

SMILES | TNAP activation fold | Myeloid diff MLP | Myeloid diff MLP GFP+ MAC1+ % | Dynein transport | Dynein transport cytoplasmic EGFP | Dynein transport nuclear GR-EGFP | Dynein transport cell count | MT stabilize HCS | MT stabilize HCS Hoechst-high % | MT stabilize HCS cytotoxicity % | b-catenin transl | b-catenin transl cell count 5 µM | human PMI inhibition | Hep lipid drop | Hep lipid drop cells 6.5 µM | Ins promoter up | Ins promoter up cell count | T cell HTS | T cell HTS vesicle-bound %
Cc1ccc(OCCCC(=O)NCc2ccco2)c(C)c1 | 1 | nt | nt | -0.181 | -0.262 | -0.089 | 0.512 | 4.4 | 1.9 | 1.3 | 11.0 | 806 | 2.4% | 0.4 | 664 | -0.51 | 1509 | i | 19.8
NS(=O)(=O)c1cccc(NC(=O)c2cccs2)c1 | nt | i | 0.5 | -0.233 | -0.209 | 0.507 | -0.58 | nt | nt | nt | -1.0 | 1288 | nt | -5.1 | 714 | -0.05 | 1150 | i | 27.2
C=CC12C=CC=CN1C(C(=O)OC)=C(C(=O)OC)C(C(=O)OC)=C2C(=O)OC (stereo not drawn) | 1 | i | 0.6 | 0.121 | -0.172 | -0.00394 | -0.732 | 2.1 | 2.1 | 0.7 | -4.2 | 74 | 1.7% | -38.3 | 702 | 0.26 | 1315 | i | 34.9
O=C(CN1CCOCC1)n1c2c(c3ccccc31)CCCC2 | 1.1 | i | 1.6 | -0.0716 | -0.259 | -0.056 | -0.162 | 2.8 | 2.0 | 8.0 | -1.9 | 1137 | -9.0% | 5.1 | 763 | -0.51 | 1240 | i | 38.9
Cc1ccnc(SCc2cc(=O)c(OC(=O)c3cc([N+](=O)[O-])ccc3Cl)co2)n1 | 1.1 | i | 0.4 | -4.68* | 0.775* | -2.77* | 0.494* | 2.1 | 3.0 | 3.4 | -4.8 | 520 | -4.6% | -11.1 | 567 | 0.16 | 1303 | i | 3.8
Cc1cc(C)cc(N2C(=O)CC(Sc3ccccc3C(=O)O)C2=O)c1 (stereo not drawn) | nt | i | 1.0 | -0.397 | -0.258 | -0.216 | 0.64 | nt | nt | nt | -0.2 | 1241 | nt | 0.8 | 753 | -1.05 | 1295 | i | 22.9
Cc1ccc2nc(NC(=O)c3ccc(S(=O)(=O)N4CCCc5ccccc54)cc3)sc2c1 | 1 | i | 0.3 | -0.000264 | -0.271 | -0.384 | -0.09 | 2.4 | 3.7 | 10.1 | nt | nt | 8.9% | 11.9 | 628 | 0.22 | 1329 | i | 57.0
O=C(CSc1nccc(=O)[nH]1)Nc1ccc(S(=O)(=O)N2CCOCC2)cc1 | 1.1 | i | 5.7 | 0.708 | -0.202 | 0.289 | 0.407 | 4.3 | 2.5 | 4.8 | 1.0 | 566 | 3.7% | -23.3 | 681 | nt | nt | i | 20.3
OCCC1CN(Cc2ccc3nsnc3c2)CCN1C1CCCCC1 (stereo not drawn) | 1.1 | i | 0.1 | -1.41 | -0.0653 | -0.813 | 0.729 | 2.4 | 2.0 | 0.1 | 0.4 | 1127 | 10.5% | -14.2 | 723 | 0.31 | 1280 | i | 58.6
CC(NC(=O)C1(C)CC1(Br)Br)C(C)(C)C (stereo not drawn) | 1.1 | i | 1.2 | 0.125 | -0.228 | -0.662 | 1.1 | 3.4 | 2.1 | 8.5 | nt | nt | 4.9% | nt | nt | nt | nt | i | 28.2
CC(=O)Nc1ccc(NC(=O)/C(Cl)=C/c2ccccc2)cc1 | 1.1 | i | 1.3 | -0.635 | 0.114 | 0.191 | 1.03 | 3.5 | 1.9 | 9.3 | -0.3 | 735 | 7.0% | nt | nt | -0.28 | 1548 | i | 57.4
O=C(c1ccc(N2CCNCC2)cc1)c1cccnc1 | 1.1 | i | 1.8 | 0.673 | -0.244 | 0.335 | 0.378 | 1.7 | 2.1 | 2.7 | -2.2 | 1184 | 5.1% | 0.4 | 791 | -1.47 | 1296 | i | 36.5
CCCCN1C(=O)/C(=C(/C#N)C(N)=O)c2ccccc21 | 1.1 | i | 0.9 | -2.74 | 0.0477 | -1.48 | 0.575 | 4.0 | 2.1 | 5.7 | -1.1 | 1113 | 16.0% | 8.5 | 741 | -0.93 | 1499 | i | 39.3
Cc1ccc(CN2CCN(C/C=C/c3ccc(F)cc3)CC2CCO)o1 (stereo not drawn) | 1 | i | 0.5 | 1.37 | 0.0225 | 1.36 | -1.26 | 2.6 | 2.2 | 11.9 | 3.4 | 1014 | 2.3% | -8.8 | 742 | nt | nt | i | 29.5
CCOC(=O)c1ccc(S(=O)(=O)NCC(C)(C)N2CCOCC2)cc1 | 1 | i | 0.0 | -0.194 | -0.165 | -0.105 | 1.13 | 3.5 | 2.5 | 0.8 | 4.8 | 1051 | -23.0% | 2.3 | 675 | -0.59 | 1282 | i | 8.3
CNC(=O)CSc1cnc2ccccc2n1 | 1.1 | i | 0.0 | -0.252 | -0.22 | -0.108 | 0.465 | 2.2 | 1.2 | 5.2 | -3.2 | 1084 | -6.2% | 4.1 | 606 | -1.11 | 1111 | i | 58.6
Cc1ccnc(NS(=O)(=O)c2ccc(Cl)nc2)c1 | nt | i | 0.9 | 0.567 | -0.239 | 0.226 | -0.185 | nt | nt | nt | 5.3 | 961 | nt | -2.8 | 731 | nt | nt | i | 50.9
NC(=O)c1ccsc1NC(=O)COC(=O)Cc1cccc2ccccc12 | 1.1 | i | 1.9 | -1 | -0.121 | -0.31 | 0.757 | 0.8 | 0.9 | 6.7 | nt | nt | 20.5% | -80.8 | 754 | 0.51 | 587 | i | 10.3
Cc1cccc(OCC(=O)NNC(=O)C2CCCCC2C(=O)O)c1 (stereo not drawn) | 1.1 | i | 0.2 | -0.914 | -0.33 | -0.634 | 0.975 | 2.5 | 2.5 | 6.1 | nt | nt | 6.5% | nt | nt | 0.56 | 1245 | i | 18.4
CCOC(=O)C1=C(O)C(=O)N(c2ccccc2)C1c1cccc([N+](=O)[O-])c1 (stereo not drawn) | nt | i | 0.5 | -0.577 | -0.228 | 0.108 | -0.158 | nt | nt | nt | 1.3 | 1349 | nt | -8.8 | 747 | 2.06 | 1033 | i | 36.4
CCOC(=O)c1c(C)n(C)c2ccc(OCC(O)CN3CCC(C)CC3)cc12 (stereo not drawn) | 1 | i | 1.8 | -0.672 | -0.147 | -0.338 | 0.0368 | 3.7 | 2.6 | 3.8 | nt | nt | 4.7% | nt | nt | 0.31 | 940 | i | 44.4
CCOC(=O)c1nn(C23CC4CC(CC(C4)C2)C3)c2c1C(=O)N(c1ccc(C)cc1)C2=O | 1 | i | 0.7 | -1.45 | -0.183 | -0.161 | 1.43 | 2.7 | 1.4 | 8.0 | 1.0 | 1425 | 13.7% | nt | nt | 0.38 | 1685 | i | 59.6
Cc1ccc(C)c(NS(=O)(=O)c2cc(Br)cnc2N)c1 | 1.1 | i | 0.5 | -0.915 | -0.112 | -0.304 | 1.71 | 6.3 | 2.8 | 5.1 | 2.3 | 1364 | 3.7% | nt | nt | -0.39 | 1510 | i | 35.8
O=C(Nc1ccccc1)N1CCSCC1 | 1 | i | 1.6 | 0.29 | -0.121 | 0.351 | -0.209 | 4.7 | 2.3 | 9.8 | -1.4 | 783 | -12.5% | nt | nt | 0.08 | 1611 | i | 17.6
O=C(O)/C=C/C(=O)NCC1CCC(CNC(=O)/C=C/C(=O)O)CC1 (stereo not drawn) | nt | i | 0.5 | 1.06 | -0.116 | 0.865 | -0.777 | nt | nt | nt | -0.2 | 1290 | nt | 46.1 | 763 | -0.41 | 1069 | i | 25.3
COCCNC(=O)C1CCC(Cn2c(=S)[nH]c3ccccc3c2=O)CC1 (stereo not drawn) | 1.1 | i | 1.0 | 0.348 | -0.259 | 0.355 | 0.058 | 2.8 | 3.1 | 5.1 | 1.0 | 1079 | 6.1% | 9.8 | 765 | -0.47 | 1381 | i | 7.2
S=c1[nH]nc(-c2cccnc2)o1 | 1.1 | i | 2.3 | -0.205 | -0.211 | 0.0256 | 0.0521 | 2.0 | 1.2 | 2.8 | 1.1 | 1132 | -18.4% | nt | nt | -0.2 | 1352 | i | 23.5
Cc1ncc([N+](=O)[O-])n1Cc1ccc(Cl)cc1 | 1 | i | 0.4 | -1.18 | -0.31 | -0.738 | 0.965 | 1.1 | 1.0 | 4.0 | 0.1 | 1514 | nt | -16.1 | 675 | nt | nt | i | 59.1
Cc1oc(C(=O)Nc2ccc(C(=O)O)cc2)cc1COc1ccccc1 | 1 | i | 0.4 | 2.78 | 0.0943 | 0.999 | -0.889 | 0.3 | 1.1 | 12.5 | -14.5 | 1105 | 7.9% | 7.0 | 807 | nt | nt | i | 44.8

Screens as filed in PubChem.
